# Compound activity: PubChem BioAssay, National Center for Advancing Translational Sciences (NCATS)
# MCF10A rerep – A quantitative high throughput screen for small molecules that induce DNA re-replication in MCF 10a normal breast cells | Potency, µM (series often up to 46.1 µM), without a hit: top-dose activity, positive = re-replication, hits mostly activators | MCF 10A DNA re-replication, Hoechst nuclear intensity, 48 h | actives 2.9% (n = 350,000) | AID 624296, 2012; further: potency means the concentration at half of the fitted maximal effect; % of control where 0% means no effect; nearly all actives have a fitted effect of over 50% in size
# SW480 rereplic – A quantitative high throughput screen for small molecules that induce DNA re-replication in SW480 colon adenocarcinoma cells; SW480 DNA re-replication, Hoechst DNA content imaging, 48 h; Potency, µM (doses to about 46.1 µM), without a hit: top-dose re-replication activation, usual class: activators; actives 1.8% (n = 340,000); AID 624297, 2012; further: potency means the concentration at half of the fitted maximal effect; % of control where 0% means no effect; nearly all actives have a fitted effect of over 55% in size
#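 Treated cells incubate 48 hr (37 C, 5% CO2), are stained 40 min with Hoechst, and nuclear fluorescence is enumerated; a rise in nuclei with high DNA signal marks re-replication.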
# HT1080 IDH1KD tx – qHTS for induction of synthetic lethality in tumor cells producing 2HG: qHTS for the HT-1080-IDH1KD cell line; HT-1080 IDH1 knockdown viability, ATP luminescence, 48 h; actives 2% (n = 360,000); Potency, µM (doses to about 46.1 µM), without a hit: top-dose activity, negative = toxicity, usual class: cytotoxic;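 further: potency means the concentration at half of the fitted maximal effect; 0% = DMSO wells and -100% = cell-free medium wells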
#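 % activity derives from luminescence (CellTiter-Glo), normalised to DMSO and no-cell wells. HT-1080-IDH1KD cells, 750/well, had 48 h compound exposure at 37 °C.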
# S2 tox – Viability Counterscreen for Primary qHTS for Inhibitors of ATXN expression. actives 0.49% (n = 400,000). Potency, µM (doses to about 56.7 µM), usual class: cytotoxic. S2 cells (HEK-293 line with an ATXN2-luciferase reporter) viability, CellTiter-Fluor protease fluorescence, 24 h; further: potency means the concentration at half of the fitted maximal effect; nearly all actives have a fitted effect of over 40% in size
# IL1B secr inh – qHTS for Inhibitors of Inflammasome Signaling: IL-1-beta AlphaLISA Primary Screen. THP-1 LPS/ATP IL-1B secretion, AlphaLISA, 16 h; hits give low values. activity change, % at 57.5 µM. actives 4.7% (n = 360,000); in the data active means activity change below about -50%; inconclusive means mostly about -30% to -49%; further: on the % scale 0 is the no-effect control and ±100 the full control effect
#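 Secreted IL-1B measured by AlphaLISA bead assay after 16 h compound exposure of THP-1 cells; compounds (final up to 57.5 uM) added 1 h before LPS (250 ng/mL) and ATP (1.25 mM) stimulation; lower signal means less secretion.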
# ATXN2 expr inh – Primary qHTS for Inhibitors of ATXN expression. HEK-293 ATXN2-luciferase reporter, luminescence, 24 h. Potency, µM (series often up to 57 µM), inactives show at the top dose activity change, negative = inhibition, hits mostly inhibitors. actives 0.72% (n = 360,000). AID 1745845, 2022; further: potency means the concentration at half of the fitted maximal effect; on the % scale 0 is the no-effect control and ±100 the full control effect; nearly all actives have a fitted effect of over 55% in size
#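 qHTS (up to 57 uM final) was run with 24 h compound exposure of reporter cells at 37 °C. Each well was multiplexed: SteadyGlo luminescence measured ATXN2-luciferase expression after a fluorogenic Gly-Phe-AFC viability readout (25 uM final).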
# KB-V1 MDR tox – qHTS assay for MDR1-selective chemotherapeutics: Primary screen using the drug-selected MDR subline cells KB-V1; AID 1347076, 2019; Potency, µM (top dose mostly 46.1 µM), without a hit: at the top dose activity change, negative = cytotoxicity, actives largely listed as cytotoxic; KB-V1 MDR cells viability, CellTiter-Glo, 72 h; actives 3.4% (n = 400,000); further: potency means the concentration at half of the fitted maximal effect; on the % scale 0 is the no-effect control and ±100 the full control effect; nearly all actives have a fitted effect of over 60% in size
#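 Cytotoxicity via CellTiter-Glo luminescence after 72 h compound exposure at 37 degrees C. Cells: drug-selected KB-V1 line, DMEM phenol-red free plus 10% FBS. Compounds tested at multiple concentrations; normalized data fitted to concentration-effect curves.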
# HT1080-NT tox – qHTS for induction of synthetic lethality in tumor cells producing 2HG: qHTS for the HT-1080-NT fibrosarcoma cell line; Potency, µM (highest dose often 46.1 µM), for inactives: at the highest dose activity, negative = less viability, actives largely listed as cytotoxic; HT-1080-NT fibrosarcoma viability, CellTiter-Glo ATP luminescence, 48 h; actives 1.6% (n = 360,000);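 further: NT is the 2HG producing partner of a matched IDH1 knockdown line; potency means the concentration at half of the fitted maximal effect; 0% = DMSO-treated cells and -100% = media-only wells without cells; nearly all actives have a fitted effect of over 55% in size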
#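 Compounds were tested in concentration-response format on HT-1080-NT cells for 48 hours at 37 degrees C. Cell viability came from CellTiter-Glo luminescence; curves were classified by r2, response magnitude and activity.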
# KB-3-1 cytotox – qHTS assay for MDR1-selective chemotherapeutics: Primary screen using the parental adenocarcinoma cell KB-3-1; Potency, µM (series often up to 46.1 µM), inactives show at the highest dose activity change, negative = cytotoxic, hits mostly cytotoxic; actives 1.4% (n = 400,000); AID 1347075, 2019; KB-3-1 viability, CellTiter-Glo ATP luminescence, 72 h; further: potency means the concentration at half of the fitted maximal effect; on the % scale 0 is the no-effect control and ±100 the full control effect; nearly all actives have a fitted effect of over 60% in size
#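 Multi-concentration cytotoxicity screen in KB-3-1 cells grown in DMEM lacking phenol red with 10% FBS. After 72 h at 37 °C with compound, ATP-dependent luminescence was recorded.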
# * = called active by the depositor; i = inactive; ? = inconclusive; . = not tested or not shown; [ ] = dose if it differs, or a comment. Unless noted, the call rests on the fitted dose curve; in most records, active means well fitted curve in the direction sought with a large enough effect; inconclusive means small, poorly fitted or top-dose-only effect, or another doubt; inactive means no such curve, though single readings can be large; an effect the other way counts as inactive or inconclusive.
SMILES,MCF10A rerep,SW480 rereplic,HT1080 IDH1KD tx,S2 tox,IL1B secr inh,ATXN2 expr inh,KB-V1 MDR tox,HT1080-NT tox,KB-3-1 cytotox
Cn1c(-c2ccc(F)cc2)cnc1NCc1ccc(F)cc1,0.8%,-2.4%,-22.4%,i,-9.6,4.5%,-27.2%,-6.2%,-12.1%
O=S1(=O)CCN2N=C(C3CC3)SC2=N1,-42.9%[inhibitor],?,-0.3%,i,-10.0,-6.7%,3.2%,4.0%,6.0%
CCOc1ccc(OCC)c(S(=O)(=O)N2CCCCC2)c1,?,0.6%,2.2%,i,-10.8,-13.1%,?,2.8%,-12.6%
COc1ccc(/C=C2\N=C(SC)N(c3ccccc3OC)C2=O)cc1,?,18.4µM*,?,i,?,.,-14.5%,0.5%,?
CN1C[C@@H]2[C@@H]3C(=O)N(Cc4ccccc4)C(=O)[C@@H]3[C@](C)(C1=O)N2C(=O)c1ccc(F)cc1,6.5%,-27.2%,7.1%,i,4.0,1.8%,2.7%,3.2%,7.1%
Cc1ccc(N2CCCn3c2cc(C)c(C#N)c3=O)cc1C,1.1%,-7.3%,-2.1%,i,21.1,2.3%,?,12.5%,6.8%
COc1cc(NC(=O)c2ccc(F)cc2)ccc1NC(=O)c1cc2ccccc2o1,?,?,1.0%,i,9.6,0.9%,-0.3%,3.1%,-3.7%
CC(=O)Nc1cccc(-c2nc3ccccc3n2C(C)C(=O)NC(C)(C)C)c1 (stereo unspecified),.,.,11.9%,.,67.4,.,1.3%,13.8%,19.2%
O=c1[nH]c(SCc2cccc(Cl)c2)nc2ccccc12,?,-28.9%,0.5%,i,0.0,-12.0%,-2.1%,-5.2%,-13.3%
C[C@@H]1CCCCO[C@@H](CN(C)Cc2ccc(Cl)c(Cl)c2)[C@@H](C)CN([C@H](C)CO)C(=O)c2cc(NC(=O)Nc3ccccc3)ccc2O1,.,.,?,?,?,-34.1%,-13.1%,?,?
CCCCn1c(NCc2cc(C)ccc2O)nc2ccccc21,.,.,?,i,-11.6,.,-15.9%,-29.4%,-14.6%
COc1ccc(N2CC(O)=C(c3nc4ccccc4s3)C2=N)cc1,-1.0%,5.8%,-27.7%,i,29.0,4.6%,0.0%,?,-4.7%
Cc1cc(C)cc(N2CC(C)(C)C2=O)c1,-3.7%,1.7%,1.2%,i,0.0,-4.3%,4.4%,-1.4%,-0.8%
CCOC(=O)c1ccc(N2C(=O)CC(C(=O)OC)=C2C)cc1,2.7%,-2.2%,3.2%,i,1.3,7.9%,-0.6%,10.4%,-3.1%
CC(C)c1nc2sc3c(=O)[nH]cnc3c2c2c1CCC2,2.4%,-4.8%,19.6%,i,37.0,6.2%,9.1%,-12.8%,2.2%
O=C(O)C1CCCCC1C(=O)N1CCN(S(=O)(=O)c2ccc(F)cc2)CC1 (stereo unspecified),-1.1%,-1.4%,2.1%,i,-1.1,10.3%,0.8%,4.0%,0.3%
CCCCOc1ccc(S(=O)(=O)Nc2ccc(-c3ccc(N4CCC(C)CC4)nn3)cc2)cc1,.,.,.,i,.,35.7%,0.0%,.,-0.4%
COc1ccc(C2CC(=O)c3cnc(NC(=O)c4ccccc4)nc3C2)c(OC)c1 (stereo unspecified),20.6µM*,?,-26.2%,?,0.0,-30.1%,?,-16.1%,?
CCCCN(C(=O)/C=C/c1ccc(OC)cc1)C1CCS(=O)(=O)C1 (stereo unspecified),-1.5%,2.4%,10.5%,i,-21.9,-14.8%,?,1.9%,-5.2%
S=C(Nc1ccc(Cc2ccncc2)cc1)Nc1cccc(Cl)c1,2.4%,-0.1%,-19.7%,i,-8.8,-20.1%,8.9%,-1.1%,-1.2%
CC(=O)Oc1cccc(N2C(=O)CC(Nc3ccc(N4CCOCC4)cc3)C2=O)c1 (stereo unspecified),-1.1%,1.1%,-4.9%,?,-0.6,2.5%,-4.2%,-4.5%,12.7%
O=C(COc1ccc2c(-c3ccccc3)cc(=O)oc2c1)Nc1cccnc1,0.2%,?,-6.8%,i,1.6,-7.6%,-12.6%,3.1%,-11.9%
CCS(=O)(=O)NCc1ccc2c(c1)cc(C)n2C,10.0%,-10.3%,0.5%,i,-18.8,17.4%,19.1%,8.3%,16.9%
Cn1c(CCC(=O)Nc2cc(S(C)(=O)=O)ccc2Cl)nc2cc(S(=O)(=O)N3CCOCC3)ccc21,7.9%,5.2%,2.5%,?,-10.8,11.7%,17.9%,2.9%,3.1%
Cc1ccc(C(=O)N2CCCc3ccccc32)c(F)c1F,-3.8%,1.6%,-2.2%,i,16.6,.,-29.6%,20.6%,-1.0%

# Overlap with the part before: 3 entries, followed by the next part.
SMILES,MCF10A rerep,SW480 rereplic,HT1080 IDH1KD tx,S2 tox,IL1B secr inh,ATXN2 expr inh,KB-V1 MDR tox,HT1080-NT tox,KB-3-1 cytotox
CCS(=O)(=O)NCc1ccc2c(c1)cc(C)n2C,10.0%,-10.3%,0.5%,i,-18.8,17.4%,19.1%,8.3%,16.9%
Cn1c(CCC(=O)Nc2cc(S(C)(=O)=O)ccc2Cl)nc2cc(S(=O)(=O)N3CCOCC3)ccc21,7.9%,5.2%,2.5%,?,-10.8,11.7%,17.9%,2.9%,3.1%
Cc1ccc(C(=O)N2CCCc3ccccc32)c(F)c1F,-3.8%,1.6%,-2.2%,i,16.6,.,-29.6%,20.6%,-1.0%
COC(=O)c1scc(-c2ccc(C)cc2)c1S(=O)(=O)N1CCN(c2ccc(C(C)=O)cc2)CC1,.,.,.,i,.,11.3%,-1.4%,.,-16.8%
CC(CCc1ccccc1)NC(=O)C(Cc1ccccc1)NC(N)=O (stereo unspecified),3.2%,1.4%,-11.6%,i,-5.1,-2.5%,9.9%,-0.1%,17.2%
COc1ccc(S(=O)(=O)N2CCC(Cc3ccccc3)CC2)cc1C(N)=O,-0.9%,6.7%,0.9%,i,21.6,-40.0%,-14.0%,4.5%,-0.2%
COC(=O)c1ccc(C2CC(=O)NC3=C2C(=O)CCC3)cc1 (stereo unspecified),-10.7%,1.8%,-5.1%,i,11.1,-5.2%,13.8%,-0.3%,-5.3%
CCCc1cc(C(=O)NCCc2ccc(OC)c(OC)c2)no1,-0.4%,-9.2%,10.5%,?,9.1,-30.3%,2.7%,13.7%,10.5%
CCOC(=O)C1CCN(C(=O)COc2ccc(N(C)S(=O)(=O)c3ccc(OCC)cc3)cc2)CC1,11.7%,-1.1%,7.9%,i,10.7,.,-9.3%,-2.0%,-2.7%
COC(=O)Nc1ccc(C)c2nsnc12,-3.9%,-3.8%,24.7%,i,-1.3,0.1%,6.3%,7.8%,1.3%
O=C(NCCCCc1ccccc1)C1CC(c2cccc([N+](=O)[O-])c2)=NO1 (stereo unspecified),-2.5%,-8.9%,14.5%,i,6.5,-0.3%,-9.1%,1.9%,-0.8%
COc1ccccc1NC(=O)C[n+]1ccccc1C,1.5%,-6.3%,10.0%,i,6.5,-3.3%,9.7%,23.6%,7.6%
CCC(C)c1ccc(N(CC(=O)NC(C)(C)C)C(=O)CNC(=O)c2cccs2)cc1 (stereo unspecified),35.1%,?,-16.9%,i,-5.1,-38.6%,-23.4%,-13.2%,-26.5%
CC(C)C(NC(=O)C1CCCCC1)C(=O)NC1=NCCS1 (stereo unspecified),0.7%,-0.6%,19.8%,i,-0.5,0.0%,-0.2%,10.9%,-1.2%
COc1ccc(/C=N/Nc2nnc(Cc3ccccc3)c(=O)[nH]2)cc1OC,-6.4%,-54.2%[inhibitor],-24.2%,i,38.7,25.2%,-20.1%,-10.7%,-1.2%
CN(Cc1ccc2c(c1)CCCN2C)C(=O)[C@H]1O[C@@H](n2ccc(=O)[nH]c2=O)[C@H](O)[C@@H]1O,.,.,18.7%,i,-7.3,3.3%,6.5%,29.8%,0.1%
Nc1ccccc1N=c1ssnc1Cl,6.0%,?,-0.8%,i,20.6,-1.5%[11.3 µM],-19.7%,-14.1%,-12.1%
COc1ccc(C2=C(C)C(N3CCC(C(=O)Nc4cc(C)ccc4C)CC3)=NS2(=O)=O)cc1,.,.,.,i,.,-2.6%,9.4%,.,1.7%
CCCNc1c(F)c(F)c2c(C)c3ccccc3nc2c1F,?,24.7%,-2.3%,i,-5.3,25.9%,13.1%,6.3%,1.6%
O=[N+]([O-])c1nn(-c2ccc(Cl)cc2)n(O)c1=NCc1ccccc1Cl,-0.4%,-1.0%,-10.4%,i,-3.7,50.6%[activator],0.1%,0.0%,-3.5%
COCC(C)NS(=O)(=O)c1ccc(C(=O)NC(Cc2ccccc2)c2ccccc2)cc1 (stereo unspecified),1.8%,10.1%,-10.3%,i,-16.6,2.8%,-21.4%,-8.4%,-15.5%
Cc1cccc(N2CCN(C(=O)CCC(=O)N3CC(C)Oc4ccccc43)CC2)c1C (stereo unspecified),9.7%,0.4%,-9.1%,?,-18.3,?,-5.7%,-25.9%,?
C=CCNC(=O)c1oc2ccc(S(=O)(=O)N3CCC4(CC3)OCCO4)cc2c1C,-0.5%,3.8%,4.4%,i,0.1,-11.5%,4.9%,5.0%,14.2%
Cc1ccc(NC(=O)CN2CCc3ccccc3C2)cc1S(=O)(=O)N(C)C,13.1%,-3.8%,2.1%,i,18.1,-24.3%,?,11.0%,-0.4%
COc1ccccc1NS(=O)(=O)c1cc2c(cc1C)NC(=O)CO2,2.1%,-5.4%,-8.3%,i,4.9,-17.0%,0.6%,0.0%,3.9%
